Screening data: PubChem, Sanford-Burnham Center for Chemical Genomics
HT1080 cytotoxicity = HT1080 cell viability loss – fluorescence readout (AID 620) | HT1080 viability, fluorescence; higher % means a stronger effect | cytotoxicity, % at 10 µM, or EC50 in µM where a hit was titrated | 0.42% of 87,000 active; in the data active = cytotoxicity above about 50%;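 also: cells exposed to compound overnight then 4 h with Alamar Blue; 0% = vehicle DMSO and 100% = killing control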
* marks the source's active call; other numbers are inactive results.

item	mol	HT1080 cytotoxicity
1	Cc1cc(C)c(C#N)c(SCSCc2ccccc2)n1	6%
2	CC(C)C(=O)NCCCc1ccccc1	-12%
3	O=C(O)CCC(=O)Nc1ccc(Cc2ccc(NC(=O)CCC(=O)O)c(O)c2)cc1O	-7%
4	CCc1cccc2c(C(=O)Cn3nnc(-c4ccc(OC)c(OC)c4)n3)c[nH]c12	0%
5	CCOC(=O)c1c(NC(=O)CSc2nnc(-c3ccco3)o2)sc(C)c1C	-6%
6	NC(=S)NNc1cccc(Cl)c1	3%
7	COC(=O)C1=C(N)Oc2c(oc(CO)cc2=O)C1c1ccccc1F (stereo unspecified)	-1%
8	Cc1cc(=O)n(C)c(=O)n1CCCCCCN1CCCC1	8%
9	CC(=O)/C=C/c1ccc2ccccc2n1	11%
10	O=C(NCc1ccco1)C1CCCN(S(=O)(=O)Cc2ccccc2)C1 (stereo unspecified)	8%

Entries from the list above that have an aryl thioether with sulfur outside any ring:
item	mol	HT1080 cytotoxicity
1	Cc1cc(C)c(C#N)c(SCSCc2ccccc2)n1	6%
5	CCOC(=O)c1c(NC(=O)CSc2nnc(-c3ccco3)o2)sc(C)c1C	-6%

Later entries
item	mol	HT1080 cytotoxicity
11	CC(/C=C/c1ccccc1)=N\NC(=O)C1CC1(C)c1ccccc1 (stereo unspecified)	-17%
12	COc1cccc(NC(=O)CC2COc3ccccc3O2)c1 (stereo unspecified)	-6%
13	COCCCNC(=O)c1ccc(N2CCOCC2)c(NS(=O)(=O)c2ccc(OC)cc2)c1	-4%
14	COc1ccc(CC(=O)N2CC(C)CC(C)C2)cc1 (stereo unspecified)	8%
15	CC(=O)Nc1c(O)nc(SCC(=O)Nc2cccc(C)c2)[nH]c1=O	-16%
16	CCn1c(N2CCN(C(=O)NC3CCCCC3)CC2)nc2ccccc21	1%
17	c1ccc(CNCC2COc3ccccc3O2)cc1 (stereo unspecified)	4%
18	Cc1ccc(N2C(=O)c3ccccc3NC2C(C)Cc2ccc3c(c2)OCO3)cc1 (stereo unspecified)	2%
19	Cc1ccc(-c2nnn(CC(=O)N3c4ccccc4CCc4ccccc43)n2)cc1	-10%
20	c1ccc(CCNc2nnnn2-c2ccccc2)cc1	5%

item	mol	HT1080 cytotoxicity
21	CN(C)S(=O)(=O)c1cccc(C(=O)Nc2ccccc2Cl)c1	29%
22	COc1cccc(C(=O)N2CCN(C3CCN(Cc4ccccc4)CC3)CC2)c1	-3%
23	CCCCCCN(C(=O)CCCCCN1C(=O)NC(c2ccc(-c3ccccc3)cc2)C(C(=O)OCc2ccccc2)=C1C)C(C(=O)NCCCC)c1ccc(O)cc1 (stereo unspecified)	-17%
24	CC1=C(C(=O)OCc2ccccc2)C(c2ccccc2)NC(=O)N1CCCC(=O)O (stereo unspecified)	-19%
25	COc1cccc(C(C(=O)NCc2ccco2)N(Cc2ccco2)C(=O)Cn2nnc3ccccc32)c1 (stereo unspecified)	5%
26	COc1ccc(NC(=O)CSc2ccccc2)c(OC)c1	1%
27	CCCCCCC1CCC(C(=O)NC(CCSC)C(=O)NC(C(=O)OC)C(C)C)CC1 (stereo unspecified)	-2%
28	CCc1cccc(C)c1N(C(=O)Cn1c(CO)nc2ccccc21)C(C)COC (stereo unspecified)	-4%
29	O=C(CCc1ccc(S(=O)(=O)N2CCOCC2)cc1)Nc1nccs1	13%
30	C=CCN(Cc1cccc(OC)c1OC)S(=O)(=O)N(C)C	-10%

Brought forward from above: 2 compounds, followed by the next part.
item	mol	HT1080 cytotoxicity
29	O=C(CCc1ccc(S(=O)(=O)N2CCOCC2)cc1)Nc1nccs1	13%
30	C=CCN(Cc1cccc(OC)c1OC)S(=O)(=O)N(C)C	-10%
31	CCOC(=O)CSc1nnc(NCC(=O)OC)c(=O)[nH]1	-2%
32	CC1=C(C(=O)Nc2ccccc2)C(c2ccc(C)o2)n2c(s/c(=C/c3ccccc3)c2=O)=N1 (stereo unspecified)	-20%
33	Cc1ccc(C(c2nnnn2C2CCCCC2)N2CCN3CCCC3C2)cc1 (stereo unspecified)	8%
34	COc1ccc(OC)c(C(O)c2coc3ccc(O)c(CN(C)C)c23)c1 (stereo unspecified)	2%
35	CCCCNC(=O)C1CCN(C/C(C)=C/c2ccccc2)CC1	-12%
36	CCOC(=O)CNC(=O)CNC(=O)Cn1ccc2ccccc2c1=O	2%
37	CN1CCc2[nH]c3ccc(C(=O)NN)cc3c2C1	-2%
38	Cc1cc(C)c2cc(C#N)c(N3CCCN(S(=O)(=O)c4ccccc4)CC3)nc2c1	11%
39	COc1cc(CNC(C)(C)CO)ccc1OCC(=O)Nc1ccc(Br)cc1	-4%
40	Cc1cc2nnc(SCC(=O)N3CCN(c4ccccc4)CC3)n2c(N)n1	-6%

item	mol	HT1080 cytotoxicity
41	COc1ccc(-c2nnc(SCC(=O)N3c4ccccc4Sc4ccccc43)o2)cc1	6%
42	Cc1ccc2c(c1)N(CC(=O)N(Cc1ccccn1)Cc1ccco1)C(=O)C(C(C)C)O2 (stereo unspecified)	-1%
43	COC(=O)C1C(c2ccccc2)C(C(=O)OCc2ccco2)C1c1ccccc1 (stereo unspecified)	3%
44	CS(=O)(=O)N(Cc1ccccc1)c1ccc(C(=O)NCC2CCCO2)cc1 (stereo unspecified)	-14%
45	CC(C)CC(=O)Nc1ccccc1-c1nnn(CC(=O)N2CCc3ccccc3C2)n1	-14%
46	CNC(=O)COC(=O)c1cc2c(C)nn(-c3ccc(F)cc3)c2s1	-3%
47	CCc1cc2cc(C)ccc2nc1SCC(=O)Nc1cc(C)on1	5%
48	Cn1c(=O)n(C)c2cc(NC(=O)CCl)ccc21	28%
49	O=C(c1ccccc1F)N(Cc1ccc2c(c1)OCO2)Cc1cc2cc3c(cc2n2nnnc12)OCO3	-20%
50	Cc1ccc(-c2nc3ccc(NS(=O)(=O)c4ccccc4)cc3[nH]2)o1	14%

item	mol	HT1080 cytotoxicity
51	CCOc1ccc(-c2cc(C(=O)O)c3ccccc3n2)cc1	23%
52	CCn1nc(CC(=O)Nc2ccc(-n3cnnn3)c(OC)c2)c2ccccc2c1=O	-4%
53	CCOC(=O)c1ccc(NCc2nc3ccccc3n2C)cc1	13%
54	O=C(CSCc1ccc(Cl)cc1)N1CCCCC1	-2%
55	Cc1ccc(CN(C(=O)c2csnn2)C(C(=O)NC2CCCC2)c2ccc(C)o2)cc1 (stereo unspecified)	3%
56	Nc1nc(C23CC4CC(CC(C4)C2)C3)cs1	5%
57	Clc1ccc(N2COC3c4cccc5cccc(c45)C32)cc1 (stereo unspecified)	5%
58	COC(=O)C(Cc1cnc(Cl)s1)(C(=O)OC)c1ccc([N+](=O)[O-])cc1	9%
59	Nc1nc(N2CCCCC2)nc(N2CCCCC2)n1	31%
60	Cc1ccc(Cc2nnc3n(-c4ccccc4)nc(C(=O)c4ccccc4)n3c2=O)cc1	-7%

In the list so far, these have a thiophene ring, fused or not.
item	mol	HT1080 cytotoxicity
5	CCOC(=O)c1c(NC(=O)CSc2nnc(-c3ccco3)o2)sc(C)c1C	-6%
46	CNC(=O)COC(=O)c1cc2c(C)nn(-c3ccc(F)cc3)c2s1	-3%

Four entries from above, ordered by formula weight, highest first.
item	mol	HT1080 cytotoxicity
41	COc1ccc(-c2nnc(SCC(=O)N3c4ccccc4Sc4ccccc43)o2)cc1	6%
55	Cc1ccc(CN(C(=O)c2csnn2)C(C(=O)NC2CCCC2)c2ccc(C)o2)cc1 (stereo unspecified)	3%
5	CCOC(=O)c1c(NC(=O)CSc2nnc(-c3ccco3)o2)sc(C)c1C	-6%
16	CCn1c(N2CCN(C(=O)NC3CCCCC3)CC2)nc2ccccc21	1%

(next part)
item	mol	HT1080 cytotoxicity
61	Cc1ccccc1OCCn1c(=O)sc2ccccc21	17%
62	CC(=O)Nc1c(Br)cc(N2C(=O)CCC2=O)cc1Br	-22%
63	O=S(=O)(c1ccc(F)cc1)N1CCC(N2CCCCCC2)CC1	-9%
64	CC(=O)Nc1nc(C)c(C(C)=O)s1	-1%
65	Cc1nn(C(C)c2n[nH]c(=S)n2-c2cccc(Cl)c2)c(C)c1[N+](=O)[O-] (stereo unspecified)	4%
66	COc1ccc(-c2noc(-c3ccc4c(c3)OCO4)n2)cc1	-6%
67	COC(=O)[C@@H]1C[C@@]2(O)[C@@H](O)[C@@H](O)[C@@H](O)C[C@H]2N1Cc1ccc(C(F)(F)F)cc1	9%
68	Cc1ccc(S(=O)(=O)N2CCN(C(=O)N(c3ccccc3)c3ccccc3)CC2)cc1	30%
69	Cn1c(N)c(C(=O)COC(=O)c2cc(C3CC3)nc3ccccc23)c(=O)n(Cc2ccccc2)c1=O	10%
70	COc1cccc(C(C(=O)NC2CCCC2)N(Cc2ccc(C)cc2)C(=O)c2ccco2)c1OC (stereo unspecified)	5%

item	mol	HT1080 cytotoxicity
71	c1ccc(Nc2nc(N3CCCCC3)nc(N3CCCCC3)n2)cc1	-22%
72	Cc1cc(=O)oc(C)c1C(=O)Nc1c(C)n(C)n(-c2ccccc2)c1=O	0%
73	COc1ccc(C(C)n2c(C)c3c(C)nnc(C)c3c2C)cc1 (stereo unspecified)	4%
74	Nc1c(C(=O)C2CC2)sc2nc(-c3ccccc3)cc(C(F)(F)F)c12	-9%
75	CCOC(=O)c1ccc(NCc2ccncc2)cc1	-7%
76	O=C(OCc1ccccc1)C1=[N+]([O-])OC(C(=O)OCc2ccccc2)C1c1c[nH]c2ccccc12 (stereo unspecified)	14%
77	Cc1ccc(C(=O)Nc2ccccc2-c2ccccc2)o1	8%
78	Cc1cc2ccccn2c1C(=O)c1ccc(Cl)cc1	-14%
79	Cc1cccc(NC(=O)CSc2nnc(Cn3cnc4ccccc43)o2)c1	0%
80	Cc1ccc(Cn2ccc(=O)c(OCc3ccccc3)c2C)cc1	-1%

item	mol	HT1080 cytotoxicity
81	CCCOc1ccc(C(=O)N/N=C/c2ccc(-c3ccc(S(=O)(=O)Nc4ncccn4)cc3)o2)cc1	-2%
82	O=c1ccnc(Sc2ncccc2[N+](=O)[O-])[nH]1	3%
83	COC(=O)NC(=S)Nc1ccc(Oc2ccc(Cl)cc2Cl)c(Cl)c1	36%
84	CC(C)CCC(C)N=Cc1c(O)n(Cc2ccccc2)c(=O)c2ccccc12 (stereo unspecified)	-19%
85	CCC(C)[C@@H](C(=O)NCC1CCC(C(=O)O)CC1)n1nnc2ccccc2c1=O (stereo partly specified)	-6%
86	COC(=O)c1ccc(C(NC(=O)OCc2ccccc2)/C(C)=C/[C@@H](C)C(=O)NCc2cc(F)cc(F)c2)cc1 (stereo partly specified)	-28%
87	Cc1cc(=O)n2nc(N3CCC(C(=O)NC(C)c4ccccc4)CC3)sc2n1 (stereo unspecified)	1%
88	COc1cccc(/C=N/n2c(N)nc3ccccc32)c1OC	-12%
89	O=C(Cn1cc(C(=O)C2CC2)c2ccccc21)NCc1ccccc1	-20%
90	Cc1ccc(C(C(=O)NC2CCCC2)N(C(=O)CCC(=O)Nc2cc(C)on2)c2ccccc2)cc1 (stereo unspecified)	1%

item	mol	HT1080 cytotoxicity
91	C=C(C)C1CC=C(C)/C(=N/NC(=O)COc2ccc(C)cc2)C1 (stereo unspecified)	-16%
92	N#CC1(Nc2ccccc2)C(=O)Nc2ccccc21 (stereo unspecified)	-44%
93	O=C(CC(c1ccco1)C1CCCCC1=O)c1ccccc1 (stereo unspecified)	6%
94	Cc1ccc(N2C(=O)CSC2c2ccc3c(c2)OCO3)cc1 (stereo unspecified)	10%
95	Cc1cccc(-c2cc3nc(C)cc(NCCCn4ccnc4)n3n2)c1	8%
96	CC(C)Cc1nnc(NC(=O)CSc2nc(N)cc(=O)[nH]2)s1	-5%
97	CC(C)C(=O)N1C2CCC1CC(O)(c1ccc(F)cc1)C2 (stereo unspecified)	-6%
98	CC1C/C(=N/O)C(C)CN1 (stereo unspecified)	1%
99	COc1ccc(C2C(C(=O)Nc3ccccc3)=C(C)N=C3SCC(=O)N32)cc1 (stereo unspecified)	2%
100	O=[N+]([O-])c1ccc(Cl)cc1Sc1cccc2cccnc12	2%

item	mol	HT1080 cytotoxicity
101	CCN(CC)c1ccc(C2C3CCCCC3(O)CCN2CC(=O)Nc2ccccc2)cc1 (stereo unspecified)	-7%
102	Cc1nn(Cc2ccccc2Cl)c(C)c1NC(=O)c1nc2ncccn2n1	10%
103	COc1ccc(NC(=O)C2CCN(C(=O)c3ccc(OC)cc3)CC2)cc1	-5%
104	O=C1C(NS(=O)(=O)c2cccs2)=C(N2CCN(c3cccc(C(F)(F)F)c3)CC2)C(=O)c2ccccc21	-17%
105	CC1CC(C)CN(C2CCN(Cc3cccnc3)CC2)C1 (stereo unspecified)	17%
106	O=C(Nc1cccc(Cl)c1)OCc1cnc(Cl)s1	-3%
107	c1ccc(-c2nnc(-c3ccccc3)o2)cc1	-1%
108	CCOc1ccc(/C=N/Nc2nc(N3CCCC3)nc(N3CCCC3)n2)cc1OC	25%
109	CCc1nnc(NC(=O)C2CCCN(S(=O)(=O)c3ccccc3)C2)s1 (stereo unspecified)	33%
110	COC(=O)CSc1nc(-c2ccc(F)cc2)cc(C(F)(F)F)n1	-10%

item	mol	HT1080 cytotoxicity
111	CC(OC(=O)c1snc(C(=O)NC2CCCCC2)c1N)C(=O)NC1CCCCC1 (stereo unspecified)	-8%
112	c1ccc(CN2CCOCC2)cc1	-6%
113	Cc1ccc2nc3c(nc2c1)-c1ccccc1C3=O	-3%
114	C=CCOC(=O)C1=C(C)NC(SC)=C(C#N)C1c1cccs1 (stereo unspecified)	8%
115	O=c1nc2n(c3sc4c(c13)CCCC4)C(CBr)CS2 (stereo unspecified)	27%
116	COc1ccc(OC)c(C(=O)CSc2nnc(Cc3cccs3)n2CCc2ccccc2)c1	-18%
117	Cc1ccc(C)c(N2CCN(CC3CC=CCC3)CC2)c1 (stereo unspecified)	-12%
118	CCC1=C(OC(=O)N(CC)CC)N2C(=O)OC(=NCCc3c[nH]c4ccccc34)[C@]2(C)[C@H]2C1=CC[C@H]1C(=O)N(CC)C(=O)[C@H]12	9%
119	COc1ccc(/C=N\NC(=S)SCN2C(=O)C3CCC(C)(C2=O)C3(C)C)cc1 (stereo unspecified)	0%
120	c1ccc(-c2ccc(-c3cnc4n3CCCCC4)cc2)cc1	-25%
121	CCc1c2c(nc3ccc(N(C)C)cc13)-c1cccc(=O)n1C2	-3%
122	Cc1ccc(Nc2nc(N)nc(CN3CCC(C)CC3)n2)c(C)c1	4%
123	CCCOc1ccc(C(C)=O)cc1CC(C(=O)OCC)C(=O)OCC	-20%

Only part of the results is shown, so the mix of outcomes need not match the whole.
